Screens as filed in PubChem BioAssay.
Yeast growth inh = yeast BB579 growth reduction in restrictive medium | S. cerevisiae BB579 growth, OD615, 48 h | inhibition, % at 10 µM | 140,000 compounds, 0.51% hits;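 active = inhibition above a set limit, 3 SD over the mean compound inhibition, cut at about 44% in these data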; note: inactives centre near -24
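Test system: Saccharomyces cerevisiae DeaD strain BB579, replicative lifespan model yeast | Buffer or medium: Restrictive CSMM-D medium | Doses: One dose, 10 µM compound with 0.25% DMSO | Incubation: 48 h exposure, 30 °C | Detection: Culture absorbance at 615 nm | Control set: Amphotericin B at 10 µg/mL as positive control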
HCT116 bCat-KO = beta-catenin-lacking colon tumor cell growth suppression | AID 818 | 140,000 compounds, 1.5% hits | viability, % at 10 µM | HCT116 beta-catenin knockout viability, CellTiter-Glo, 60 h; stronger effect = lower value;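 active = viability at or under a set limit, the compound median less 4 SD, cut at about 6% in these data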;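 note: 0% = Hyamine 1622 control at 20 µM and 100% = untreated cell control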
MRP-1 activ = activators of MRP-1; H69AR cells + doxorubicin, viability rescue, CellTiter-Glo; viability increase, % at 10 µM; 140,000 compounds, 0.61% hits; AID 799;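 active = viability gain under doxorubicin at or above a set limit, the compound median plus 3 SD, cut at about 4.7% in these data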;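 note: MRP-1 overexpressing cells given doxorubicin 25 µM after compound pretreatment; 18-22 h compound pretreatment then 72 h with doxorubicin before readout; 0% = doxorubicin-only wells and 100% = vehicle-treated cells without doxorubicin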
NPY Y2 blocker = blocks the human neuropeptide Y Y2 receptor. P49146. NPY-Y2 expressing cells, antagonist mode. inhibition, % at 2.7 µM. 140,000 compounds, 0.99% hits. AID 793; in the data active = inhibition above about 17%;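 note: 0% = vehicle with agonist challenge and 100% = reference antagonist with challenge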
Target sequence (P49146 whole entry, looked up): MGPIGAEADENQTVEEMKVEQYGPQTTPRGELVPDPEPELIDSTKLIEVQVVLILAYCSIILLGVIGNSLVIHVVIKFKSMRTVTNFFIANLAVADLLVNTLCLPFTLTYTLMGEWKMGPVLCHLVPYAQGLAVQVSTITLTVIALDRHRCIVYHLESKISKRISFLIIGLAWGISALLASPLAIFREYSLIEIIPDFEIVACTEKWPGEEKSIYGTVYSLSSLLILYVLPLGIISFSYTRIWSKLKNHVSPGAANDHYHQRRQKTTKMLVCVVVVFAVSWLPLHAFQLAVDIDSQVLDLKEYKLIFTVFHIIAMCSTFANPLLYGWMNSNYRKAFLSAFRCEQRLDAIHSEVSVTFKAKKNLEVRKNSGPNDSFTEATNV
GALR2 blocker = antagonists of human galanin receptor 2 (GALR2). O43603. GALR2-expressing cells, antagonist mode. inhibition, % at 4 µM. 140,000 compounds, 0.39% hits. AID 828; in the data active = inhibition above about 27%;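 note: cells stimulated with galanin 1-16 at roughly its EC80; 0% = agonist challenge control and 100% = basal control without agonist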
Target sequence (O43603 whole entry, looked up): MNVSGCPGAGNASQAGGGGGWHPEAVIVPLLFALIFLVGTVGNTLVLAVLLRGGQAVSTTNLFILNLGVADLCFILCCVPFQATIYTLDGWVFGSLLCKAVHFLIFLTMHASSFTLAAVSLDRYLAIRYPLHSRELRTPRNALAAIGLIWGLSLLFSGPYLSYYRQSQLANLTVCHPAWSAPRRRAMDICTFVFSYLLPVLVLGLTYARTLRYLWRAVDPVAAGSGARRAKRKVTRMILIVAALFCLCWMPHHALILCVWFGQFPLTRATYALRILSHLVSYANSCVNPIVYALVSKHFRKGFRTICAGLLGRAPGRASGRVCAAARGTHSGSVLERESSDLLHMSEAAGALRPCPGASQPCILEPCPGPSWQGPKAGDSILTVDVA
HCT116 PTEN-null = growth suppressors of cells with PTEN tumor suppressor deletion | HCT116 PTEN-null viability, CellTiter-Glo, 60 h; stronger effect = lower value | viability, % at 10 µM | 140,000 compounds, 1.2% hits;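 active = viability at or below a set limit, 4 SD under the median of all tested compounds, cut at about 3.7% in these data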;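 note: PTEN knockout HCT116 line with beta catenin targeted HCT116 as companion control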
Yeast life ext = yeast lifespan extension; inhibition of the nicotinamide effect, % at 10 µM; 130,000 compounds, 0.68% hits; S. cerevisiae growth with nicotinamide, OD615; deaD strain in restrictive glucose medium;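 active = inhibition above a set limit, placed 3 SD over the median of all compounds, cut at about 26% in these data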;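 note: 0% = nicotinamide-treated wells and 100% = cells grown without nicotinamide; some compounds called inactive have numbers as strong as hits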
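Test system: DeaD-strain S. cerevisiae / Buffer or medium: restrictive glucose medium / Also added: nicotinamide 1.5 mM / Doses: one concentration, 10 µM, DMSO 0.25% / Schedule: 48 h at 30 °C / Signal: OD615 measurement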
Phagocyt inh = inhibitors of macrophage phagocytosis; J774A.1 macrophage IgG-bead phagocytosis, imaging; 110,000 compounds, 0.07% hits; inhibition, % at 5 µM;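 active = inhibition above the mean of the plate negative controls plus 5 SD, cut at about 13% in these data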;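 note: phagocytic index as fraction of beads internalized from green versus red external bead signal; plate controls were DMSO negative control for no effect and cytochalasin-D positive control for full effect; some results beyond the cut were filed as inactive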
Measles CPE = protection of cells from measles virus | Measles virus-infected cells, CPE protection, absorbance | protection (pct of control), % at 4 µM | 140,000 compounds, 1.5% hits | AID 841; in the data active = protection mostly above about 24%, no sharp cut-off; inactive = mostly below about 26%; note: some compounds called inactive have numbers as strong as hits
E-sel TNF inh = blocks E-selectin expression induced by TNF alpha. HUVEC TNFa-induced E-selectin immunofluorescence, high content. inhibition, % at 2 µM. 120,000 compounds, 0.71% hits. AID 1246;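 active = inhibition above the batch mean plus 3 SD, and confirmed as a hit on visual image review, cut at about 43% in these data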;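 note: 0% = TNF-stimulated DMSO wells and 100% = unstimulated control wells; not every result past the cut was called active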
* = called active by the depositor; . = not tested or not shown.

SMILES	Yeast growth inh	HCT116 bCat-KO	MRP-1 activ	NPY Y2 blocker	GALR2 blocker	HCT116 PTEN-null	Yeast life ext	Phagocyt inh	Measles CPE	E-sel TNF inh
CCN(CC)c1ccc(C=Nc2ccccc2C)c(O)c1	-57	94	1.5	5	5	94	-5	-4	9	.
Cc1cc(C(=O)CSc2nnc(Nc3ccccc3F)s2)c(C)n1CC1CCCO1 (stereo not given)	-29	82	-1.4	-1	0	88	-22	0	2	2
Cc1nc2cc3ccccc3cc2n1C	-37	99	-0.6	3	-1	94	-3	-5	5	-8
Cc1cccc(NC(=S)NCC(c2cccnc2)N(C)C)c1C (stereo not given)	-19	88	-2.4	2	-8	101	4	-16	13	.
CCn1c(SCC(=O)Nc2nc3ccc(C)cc3s2)nc2c(c1=O)SC(C)C2 (stereo not given)	-64	63	2.5	5	3	60	21	.	6	-11
CCOc1cc(N2CCOCC2)c(OCC)cc1NC(=O)CSc1cccc[n+]1[O-]	-31	90	-1.3	1	1	107	-10	-1	11	7
Cn1ncc(Br)c1C(=O)Nc1ccc(Cl)cn1	-1	81	-3.9	2	14	70	-8	0	9	-60
CCOc1ccc(NC(=O)C(CC)NC(=O)c2ccccc2CO)cc1 (stereo not given)	-22	93	-1.3	4	-9	98	3	0	12	.
O=C(COc1ccc(Br)cc1)N1CCN(S(=O)(=O)/C=C/c2ccccc2)CC1	-48	51	4.4	5	13	59	11	-5	12	12
COc1cccc(NC(=O)Nc2cc(C)ccc2F)c1	17	91	-2.1	-1	-9	94	-9	.	6	.
CCN(CC)c1nc2ccccc2nc1C(C#N)C(=O)NCCc1ccccc1 (stereo not given)	-38	81	-1.6	-1	-9	77	-25	0	33	18
N#CCCC12CCCCC1=Nc1ccccc12 (stereo not given)	-22	88	-2.9	1	13	90	.	0	9	20
COCCNC(=O)COC(=O)/C=C/c1cnc2ccccc2n1	-15	84	-1.2	0	8	101	-16	.	24	.
O=S(=O)(NCC1CCCO1)c1cccc(C(F)(F)F)c1 (stereo not given)	-4	95	-1.4	3	-6	100	-1	1	11	-31
CC(=O)c1c(C)n(C)c2ccc(OC(=O)c3ccco3)cc12	-29	82	-0.8	1	3	94	-6	0	15	8
CCOC(=O)c1[nH]c2ccccc2c1NC(=O)CN1CCCCC1	1	86	-2.0	2	-6	88	-2	0	2	-16
O=C(Cn1nnc2c(cnn2-c2ccc(F)cc2)c1=O)OC1CCCCC1	-48	81	-1.3	9	-2	85	-6	-3	3	7
COc1cccc(C=Nc2ccccc2C(=O)Nc2nccs2)c1OC	-27	91	-0.9	12	1	95	-9	1	19	36
CCCCOc1ccccc1NC(=O)CC1SC(=NCC)N(CC)C1=O (stereo not given)	-11	88	-2.1	0	3	83	-24	-1	18	10
Cc1ccc(-n2nc3cc(C)c(NC(=S)NC(=O)/C=C/c4ccco4)cc3n2)cc1	-23	5.5*	-5.0	3	-8	6	-2	-4	8	.
COc1ccc(C(=O)NC2CCN(C(=S)Nc3cccc(C)c3)CC2)cc1	-27	98	-0.2	3	-3	96	-3	.	12	14
COc1ccc(/C=C2\CCCC3C2=NN(C(=O)c2scnc2C)C3c2ccc(OC)cc2)cc1 (stereo not given)	-25	73	-3.5	7	-7	62	-1	-1	22	-14
COC(=O)CCC(=O)c1oc2ccccc2c1NC(=O)CCCN1C(=O)c2ccccc2C1=O	-40	98	-1.8	0	6	98	26	.	6	33
O=C(NC1CCCc2ccccc21)C1CCC(CNS(=O)(=O)c2cccc3nsnc23)CC1 (stereo not given)	-47	63	-0.9	0	5	71	-8	0	12	-1
C=CCn1c(=N)n(CC(O)c2ccco2)c2ccccc21 (stereo not given)	-31	90	-3.0	4	-2	101	-4	.	10	.
Further entries:
SMILES	Yeast growth inh	HCT116 bCat-KO	MRP-1 activ	NPY Y2 blocker	GALR2 blocker	HCT116 PTEN-null	Yeast life ext	Phagocyt inh	Measles CPE	E-sel TNF inh
O=C(Nc1cc(C(F)(F)F)ccc1F)C1CCCC1	-28	100	0.6	4	-8	114	-28	.	5	-6
CC(C)[C@@H](C(=O)NCC1CCC(C(=O)O)CC1)n1nnc2ccccc2c1=O (stereo not given in full)	-59	97	-0.2	3	3	113	-8	-1	13	.
CCc1cccc(CC)c1NC(=S)NCCc1c(C)[nH]c2ccccc12	29	11	-4.8	2	1	18	0	.	9	-7
Cc1cc(-c2csc(NC(=O)c3cccc(S(=O)(=O)N(C)C)c3)n2)c(C)n1-c1ccccc1	-59	93	-0.6	2	-2	91	-5	5	3	-5
C/C=C/c1ccc(OCCn2cncn2)c(OC)c1	2	96	-1.2	1	9	98	-21	-1	28	7
CCOc1ccccc1C(=O)Nc1cccc(-c2nnc(-c3ccccc3)o2)c1	-33	63	-1.7	13	16	63	-6	5	27	-12
COc1ccc(OC)c(NC(=O)c2nnn(Cc3ccc(Br)cc3F)c2N)c1	-87	64	-0.7	0	-7	69	-9	-1	6	.
COc1ccc(Oc2nc(Oc3ccc(OC)cc3)nc(Oc3ccc(OC)cc3)n2)cc1	-15	99	-4.0	4	2	88	-7	-3	5	-4
COc1ccc(-n2nc(C(=O)NCc3ccco3)c3c4ccccc4n(C)c3c2=O)cc1Cl	-33	67	-4.2	3	5	60	6	-3	11	-9
O=C(CSCC(=O)Nc1ccc2ccccc2c1)NCc1ccccc1	-35	101	-2.8	7	12	93	-19	.	8	-23
COc1ccc(OCc2nc3ccc(S(=O)(=O)Nc4ccccc4Cl)cc3[nH]2)cc1	-15	89	6.0*	7	1	89	5	-8	35	.
Cc1nnc2c(NC(C)C)nc3ccccc3n12	5	58	-0.5	-1	10	59	-7	1	3	.
Fc1ccc(Nc2cccc3nccnc23)cc1	-28	80	-1.9	0	-1	85	-8	0	8	8
Cc1ccc(NS(=O)(=O)c2cc(C(=O)NCc3ccccn3)ccc2Cl)cc1	-17	90	0.1	3	5	85	-10	-3	2	-50
Clc1ccc(OCCCCSc2ncccn2)cc1	-30	87	-1.9	4	-10	92	-9	.	14	10
C=C(Cl)COC(=O)C1C2C=CC(C2)C1C(=O)O (stereo not given)	0	106	-0.3	2	-4	97	.	.	14	-21
COc1cccc(C(C)NC(=O)c2c(F)cccc2Cl)c1 (stereo not given)	-5	95	-1.1	0	5	100	13	2	8	61*
CCOC(=O)C1[C@H]2C(=O)N(CCCOC)C[C@]23C=C[C@H]1O3 (stereo not given in full)	-27	97	-3.0	6	-33	100	3	0	18	.
COc1cc(OC)c(-c2c3cc(O)c(=O)cc-3oc3cc(O)c(O)cc23)cc1OC	4	74	3.0	13	21	79	9	-9	.	.
C/C(=N\NC(=O)c1ccc(N(C)C)cc1)c1ccc(C)cc1C	-36	86	-0.6	5	-1	76	6	-5	16	0
Cc1noc(C)c1S(=O)(=O)N1CCCC(C(=O)N2CCc3ccccc3C2)C1 (stereo not given)	-22	62	-2.3	3	-13	78	-4	0	3	2
O=C(NC(=S)NC1CCS(=O)(=O)C1)c1cccs1 (stereo not given)	-39	93	-0.8	1	7	104	10	1	24	.
Cc1cc(Cl)ccc1OCC(=O)N1CC(C)CC(C)C1 (stereo not given)	-26	80	0.1	12	-1	82	-5	-1	6	4
Cc1c(NC(=O)NCc2ccccc2)c(=O)n(-c2ccccc2)n1C	-32	99	1.3	1	13	96	-2	0	6	-33
Cc1nc2ccc(C(=O)N3CCSCC3)cc2s1	-1	102	0.6	0	8	105	-5	0	6	-29
New compounds follow:
SMILES	Yeast growth inh	HCT116 bCat-KO	MRP-1 activ	NPY Y2 blocker	GALR2 blocker	HCT116 PTEN-null	Yeast life ext	Phagocyt inh	Measles CPE	E-sel TNF inh
O=C(O)c1ccc(CSc2nnc(-c3ccco3)o2)cc1	-17	95	-0.5	1	0	105	-10	-1	11	.
O=[N+]([O-])c1cc(-c2nc(-c3ccncc3)no2)cc([N+](=O)[O-])c1	12	47	-4.3	3	-3	46	11	-6	1	.
Cc1ccc2nc(Nc3ccccc3)c(/C=N/O)c(=O)n2c1	-23	82	-1.6	5	4	79	27*	.	1	-3
c1cn(CC2(Cn3ccnc3)COC2)cn1	-7	101	-1.1	-1	-7	92	-6	-1	7	20
CN(C)c1ccc(Nc2nc(-c3cccnc3)cs2)cc1	-34	102	0.1	-7	2	101	-6	0	4	.
CCCCCC(=O)Nc1c(-c2ccc(OC)cc2)c(=O)c2ccccc2n1C	10	92	-1.8	3	-2	101	-5	-1	6	-13
CC(C)(C)n1nnnc1C(c1cccs1)N1CCN(Cc2ccc3c(c2)OCO3)CC1 (stereo not given)	-35	76	-1.6	5	6	63	-13	0	25	-29
Cc1onc(-c2c(F)cccc2Cl)c1C(=O)NCc1cccs1	-73	100	-0.6	0	17	106	7	1	13	3
Cc1ccc(Cn2c(N3CCCCCC3)nc3c2c(=O)[nH]c(=O)n3C)cc1	-36	103	-3.0	0	-2	97	-1	1	22	28
CC1CCCCC1NC(=O)/C(C#N)=C/c1ccc2c(c1)OCCO2 (stereo not given)	0	51	-3.1	4	5	61	9	-2	14	.
Cc1nc2ccc3nc(NC(=O)c4ccc5c(c4)OCCO5)sc3c2s1	-22	96	-0.3	1	3	100	-17	-2	2	-9
[O-]/C(=C(\C(=S)Nc1cccc2ccccc12)[n+]1ccccc1)c1ccc(Cl)s1	-55	91	-3.1	-4	16	84	6	-8	2	.
O=C(NC(=S)NCc1ccc2c(c1)OCO2)c1ccccc1	-22	104	-2.7	9	3	94	-7	-9	5	0
CN(C)c1ccnc(SCc2ccccc2Cl)c1C#N	-50	58	3.9	8	-20	54	-17	0	6	.
O=C1CC(c2ccccc2)CC(O)=C1C=NCc1ccccc1Cl (stereo not given)	-20	29	-1.3	6	-1	26	2	0	11	-59
Cc1oc(-c2ccccc2F)nc1CS(=O)CC(=O)NCc1cccs1 (stereo not given)	-41	94	-2.0	3	-2	96	-3	-1	6	.
CCOC(=O)Nc1ccc2c(COC(=O)CNS(=O)(=O)c3cccc(Br)c3)cc(=O)oc2c1	-14	98	-0.9	-1	-9	87	3	-13	4	.
COc1c(OC2OC(C(=O)O)C(O)C(O)C2O)cc(O)c2c(=O)cc(-c3ccccc3)oc12 (stereo not given)	-14	90	-0.1	0	-8	102	0	.	11	-18
O=C(C1CCCO1)N1CCN(C(=S)Nc2ccccc2F)CC1 (stereo not given)	-28	88	-0.8	2	-3	101	3	-5	6	.
CC(C)Nc1nc(NC(C)C)nc(NS(=O)(=O)c2ccc(N)cc2)n1	-6	96	-3.2	7	-2	97	.	.	30*	11
Cc1cc(Br)cc(Cl)c1OCC(=O)NC(=O)NCc1ccccc1	-23	91	3.4	10	-3	91	-1	-3	10	41
COc1ccc(OC(C)C(=O)N2CCc3ccccc3C2)cc1 (stereo not given)	-25	32	-3.7	1	4	33	16	-1	9	-10
